DT40 TDP1 CPT: qHTS for Inhibitors of human tyrosyl-DNA phosphodiesterase 1 (TDP1): qHTS in cells in presence of CPT; chicken DT40 Tdp1-/-;hTDP1 cells + 20 nM CPT, ATP luminescence, 48 h; Potency, µM (top dose mostly 46.2 µM), without a hit: at the top dose activity change, negative = growth inhibition, actives largely listed as inhibitors; 420,000 tested, 12% active; AID 686979, 2013; further: nearly all actives have a fitted effect of over 55% in size
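Chicken DT40 Tdp1-/- cells complemented with human TDP1, 400 cells/well, exposed to compounds plus 20 nM camptothecin for at least 48 h at 37 C; viability read as ATP content by CellTiter-Glo luminescence.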
TDP1 inh: qHTS Assay for Inhibitors of Tyrosyl-DNA Phosphodiesterase (TDP1) | Tyrosyl-DNA phosphodiesterase 1 (Homo sapiens), Q9NUW8 | recombinant TDP1, AlphaScreen DNA substrate cleavage | Potency, µM (doses to about 130 µM), without a hit: top-dose activity change, negative = inhibition, hits mostly inhibitors | 350,000 tested, 0.28% active | AID 485290, 2010; further: nearly all actives have a fitted effect of over 40% in size
Target sequence (Q9NUW8 whole entry, looked up): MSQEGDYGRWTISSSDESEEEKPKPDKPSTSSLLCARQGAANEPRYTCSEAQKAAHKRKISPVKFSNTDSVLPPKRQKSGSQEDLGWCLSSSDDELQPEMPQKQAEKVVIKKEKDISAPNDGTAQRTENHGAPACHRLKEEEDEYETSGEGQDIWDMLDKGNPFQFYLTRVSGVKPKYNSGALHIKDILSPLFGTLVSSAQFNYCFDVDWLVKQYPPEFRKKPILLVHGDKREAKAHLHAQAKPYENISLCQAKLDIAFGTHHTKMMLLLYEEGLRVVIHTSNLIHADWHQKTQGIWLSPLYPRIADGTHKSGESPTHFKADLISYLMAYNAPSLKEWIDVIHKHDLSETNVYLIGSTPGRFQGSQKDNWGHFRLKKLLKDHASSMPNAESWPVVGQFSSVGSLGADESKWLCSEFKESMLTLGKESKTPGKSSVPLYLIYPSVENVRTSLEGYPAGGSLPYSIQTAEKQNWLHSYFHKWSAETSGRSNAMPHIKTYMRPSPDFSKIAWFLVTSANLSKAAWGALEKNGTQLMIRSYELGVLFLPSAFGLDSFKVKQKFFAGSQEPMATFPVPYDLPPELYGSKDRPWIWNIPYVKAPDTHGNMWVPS
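Recombinant E. coli-expressed Tdp1 (1 nM) preincubated with compound 15 min at RT, then 5'-biotin/3'-phosphotyrosine-FITC DNA substrate (15 nM) added for 5 min. AlphaScreen beads (10 ug/ml) added, 10 min RT; tyrosine-FITC cleavage read as signal loss.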
TDP1 cell noCPT: qHTS for Inhibitors of human tyrosyl-DNA phosphodiesterase 1 (TDP1): qHTS in cells in absence of CPT; AID 686978, 2013; 420,000 tested, 15% active; Potency, µM (top dose mostly 46.2 µM), inactives show at the top dose activity change, negative = growth inhibition, most hits filed as inhibitors; DT40 Tdp1-/- hTDP1 cells, no CPT, ATP luminescence, 48 h; further: nearly all actives have a fitted effect of over 55% in size
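Compound effects on proliferation are scored in DT40 Tdp1-/-;hTDP1 cells in the absence of CPT. ATP levels (CellTiter-Glo luminescence) are recorded after a ≥48 hr, 37 °C incubation.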
Starred values were filed as active, the others as inactive; ? = inconclusive; . = no result given; & = joins results of further samples; [ ] = remark or other dose. The call rests on the fitted dose curve; in most records, active means well fitted curve in the direction sought with a large enough effect; inconclusive means small, poorly fitted or top-dose-only effect, or another doubt; inactive means no such curve, though single readings can be large; an effect the other way counts as inactive or inconclusive. On the % scale 0 is the no-effect control and ±100 the full control effect; potency means the concentration at half of the fitted maximal effect.

The first 3 records, to show the layout:
SMILES,DT40 TDP1 CPT,TDP1 inh,TDP1 cell noCPT
CCN(CC(=O)Nc1ccc2c(c1)OCCO2)C(=O)c1cccc(S(=O)(=O)N2CCOCC2)c1,-2.1%,0.0%,5.6%
O=C(CSc1nccc2ccccc12)N1CCN(c2ccccn2)CC1,-19.6%,5.2%,?
CC(=O)Oc1ccc(N2C(=O)C3C4C=CC(C5CC45)C3C2=O)cc1[N+](=O)[O-] (stereo not given),?,-2.7%,?

All compounds of this part, repeating the preview:
SMILES,DT40 TDP1 CPT,TDP1 inh,TDP1 cell noCPT
CCN(CC(=O)Nc1ccc2c(c1)OCCO2)C(=O)c1cccc(S(=O)(=O)N2CCOCC2)c1,-2.1%,0.0%,5.6%
O=C(CSc1nccc2ccccc12)N1CCN(c2ccccn2)CC1,-19.6%,5.2%,?
CC(=O)Oc1ccc(N2C(=O)C3C4C=CC(C5CC45)C3C2=O)cc1[N+](=O)[O-] (stereo not given),?,-2.7%,?
COc1cccc(C2CC(=O)Nc3cc(OC)c(OC)c(OC)c32)c1OC (stereo not given),?,0.0%,?
CCOC(=O)c1nnn(-c2nonc2-n2cccc2)c1C,-13.9%,7.0%,-17.4%
CSC1=NC2(CCN(C(=O)NC3CCCCC3)CC2)N=C1c1ccc(C)cc1,?,5.3%,-25.3%
CCN(Cc1ccccc1)C(=O)c1nn(-c2ccc(OC)cc2)c(=O)c2c1c1ccccc1n2C,11.6µM*,-10.8%&0.0%,23.1µM*
CCN(Cc1ccccc1)S(=O)(=O)c1c(N)n(C)c(=O)n(C)c1=O,7.3%,3.1%,3.9%
CCOc1cc(NC(=S)NCCCN2CCOCC2)c(OCC)cc1NC(=O)c1ccccc1,-4.0%,5.4%,?
O=C(COc1ccc(Cl)cc1)NCCS(=O)(=O)N1CCN(c2ccccc2F)CC1,?,0.8%,?
CCOc1ccc(NC(=O)C2CCCN(S(=O)(=O)c3ccc4c(c3)CCCN4C(C)=O)C2)cc1 (stereo not given),0.5%,2.5%,-24.1%
Cc1cc(C)nc(NS(=O)(=O)c2ccc(NC(=O)c3cc(=O)c4ccc(C)c(C)c4o3)cc2)n1,-16.9%,3.7%,-12.7%
CN(C)c1cc(Nc2cccc(O)c2)c([N+](=O)[O-])c2nonc12,?,2.6%,?
O=C(CSc1cccc2cccnc12)Nc1ccccc1F,?,1.4%,?
COc1ccc(C(CCN2CCCC(C)C2)c2c(OC)cc(OC)c3c2OC(=O)CC3c2cc(OC)c(OC)c(OC)c2)cc1 (stereo not given),16.4µM*,9.1%&1.2%,?
CC(C)CN1C(=O)CSCC1(C)C(=O)NC(C)C (stereo not given),30.6%[activator],.,4.2%
O=C(NC1CC1)C1CCN(c2ccc(S(=O)(=O)N3CCOCC3)cc2Cl)CC1,-24.2%,3.7%,?
COc1ccc([C@@H]2C[C@@H](c3ccccc3)Oc3cc(OC)c(OC)c(OC)c32)cc1,?,2.5%,?
Cc1c(C(=O)N2CCN(CCc3ccccn3)CC2)oc2ccc(F)cc12,-8.4%,-1.1%,-14.8%
O=c1[nH]c2ccc(NCc3ccc(-c4cccc(Cl)c4)o3)cc2[nH]1,29.1µM*,-5.7%,18.4µM*
Cc1ccc(-c2c(C#N)c(N)nc3c2CCCCCC3)o1,5.2%,-2.0%,-18.1%
O=C(C1CCN(Cc2ccc(F)cc2)CC1)N(CCO)Cc1ccccc1,-2.7%,4.4%,-17.3%
Clc1ccc(CSc2nnc(/C=C/c3ccccc3)o2)cc1,-12.2%,2.8%,-5.6%
Cc1ccc2c(c1)CCCO[C@]21O[C@H](CCO)C[C@H](O)[C@H]1O,-0.3%,.,21.8%
CCn1cnc2c1c(=O)n(Cc1cccc([N+](=O)[O-])c1)c(=O)n2Cc1ccccc1,?,2.7%,?
COc1ccc(NC(=O)CNCCC2=CCCCC2)cc1,-11.9%,2.3%,-11.7%
CC(=O)c1ccccc1NC(=O)c1ccc2c(c1)NC(=O)C(C)S2 (stereo not given),20.6µM*,.,?
CN(C)c1ccc(CNS(=O)(=O)c2ccc(-c3cc(C(F)(F)F)on3)s2)cc1,-5.1%,-2.6%,6.6%
COc1ccc(OCCn2c(NC(=O)c3ccco3)nc3ccccc32)cc1,18.4µM*,12.3%,23.1µM*
Cc1nc(N2CCCC2)c2c(C(=O)N3CCN(c4cc(Cl)ccc4C)CC3)c(C)oc2n1,?,.,18.4µM*
CC(=O)Nc1ccc2[nH]c(C)c(CC=C(Cl)Cl)c(=O)c2c1,-2.9%,6.7%,-16.4%
Cc1ccccc1-c1noc(CCC(=O)NCc2ccco2)n1,2.0%,.,2.9%
CSc1ccc(Cl)c(C(=O)NCc2ccco2)c1,16.4µM*,-1.0%,?
COC(=O)c1ccc(CCc2cc(O)c(Br)cc2O)cc1,2.06µM*,.,2.31µM*
CC1(C)Cc2c(c(=S)nc(-c3ccccc3)n2CCOCCO)CO1,?,-2.0%,-17.0%
CC(=O)N1CCN=C1SCc1ccccc1Cl,-15.6%,3.9%,-13.8%
Clc1ccc(C=NC23CN4CN(CN(C4)C2)C3)cc1,5.3%,3.2%,5.7%
Nc1nc(-c2ccccc2)c(Br)c(=O)[nH]1,-3.7%,.,-23.6%
Cc1c(Cl)cccc1NC(=O)c1ccc2nc(C(C)C)oc2c1,?,3.0%,11.6µM*
CCC(=O)n1nc(-c2cccnc2)nc1NCc1ccc(OC)cc1,9.2%,7.6%,-14.7%
Cc1cccc(N2C(=O)C(Oc3ccc(Cl)cc3Cl)C2C(=O)O)c1C (stereo not given),?,8.0%,?
CCN1CCN(c2nc3c(c(=O)[nH]c(=O)n3C)n2Cc2cccc(C)c2)CC1,-3.3%,.,-13.4%
Cc1ccccc1Cn1cc(NC(=O)c2nn(C)cc2Cl)cn1,5.4%,0.0%,?
O=[N+]([O-])c1ccc(S(=O)(=O)NN=Cc2ccc(Cl)c(Cl)c2)cc1,?,.,?
COc1ccc(NC(=O)C2CCN(c3nc(-c4ccc(OC)c(OC)c4)no3)CC2)cc1Cl,4.11µM*,11.8%,?
CN(C)CCN(C)Cc1c2ccccc2c(CN(C)CCN(C)C)c2ccccc12,18.4µM*,.,18.4µM*
Cc1ccc(NC(=O)Cc2noc3ccccc23)nc1,-14.3%,5.3%,1.1%
Cc1cccc(C)c1-n1nnnc1C1(C)CCC(=O)N1CCOc1ccccc1 (stereo not given),-22.9%,.,-25.8%
CCC(C)(C)NC(=O)C(c1cccc(OC)c1OC)N(Cc1ccccc1)C(=O)CCC(=O)Nc1cc(C)on1 (stereo not given),?,-20.0%,?
COc1ccc(N2CC(NS(=O)(=O)c3cccs3)CC2=O)cc1 (stereo not given),14.4%,.,6.7%
CC(=O)Nc1ccc(S(=O)(=O)Nc2nc3ccccc3nc2Nc2ccc(O)cc2)cc1,3.9%,.,-2.7%
Cc1ccc(NC(=O)CC2CCCC2)c(Br)c1,9.3%,.,1.9%
COc1ccc(NC(=O)CSc2nc3nc(C)cc(C)n3n2)cc1OC,-2.7%,2.6%,-8.5%
O=C(COc1ccccc1Br)NCCC1=CCCCC1,?,.,?
COc1ccc(NC(=S)Nc2cccc3cnccc23)cc1,-0.2%,2.7%,-13.1%
COc1ccc(NC(=O)c2cc(-c3ccccc3)nc3c2cnn3C(C)C)cc1,?,-0.5%[56.1 µM],?
CC(Oc1ccccc1Cl)C(=O)Nc1ccc(S(=O)(=O)N2CCOCC2)cc1 (stereo not given),-11.9%,.,-17.3%
CCOc1ccc(S(=O)(=O)NCc2ccccn2)cc1,-22.2%,9.1%,-9.8%
Cc1ccc(-n2c(=S)sc3c(=O)n(-c4ccccc4C)c(SCC(=O)O)nc32)cc1C,-11.6%,.,-2.8%
COc1ccc(CN2C(=O)CSC2c2ccncc2)cc1 (stereo not given),4.7%,-3.8%,-24.6%

(more compounds)
SMILES,DT40 TDP1 CPT,TDP1 inh,TDP1 cell noCPT
O=C(NC(=S)Nc1nc(-c2ccc(Br)cc2)cs1)c1cccnc1,-15.8%,2.0%,-15.4%
CCNC(=O)N(CC)C[C@H]1N[C@@](CC)(C(=O)OC)[C@H]2C(=O)N(Cc3ccccc3)C(=O)[C@@H]12,-0.3%,-0.1%,30.1%[activator]
Cc1ccc(S(=O)(=O)N2CCN(S(=O)(=O)N3CCCCC3)CC2)cc1,2.9%,4.3%,-0.7%
COc1ccc(CSc2nnc(SCc3ccc([N+](=O)[O-])cc3)s2)cc1,-3.2%,5.9%,-24.4%
CCCCN(C(=O)NC(=O)Nc1ccccc1OC)S(C)(=O)=O,-4.6%,0.0%,?
CC(=O)N1CCc2cc(S(=O)(=O)CCC(=O)N3CCC(C)CC3)ccc21,-25.1%,-0.1%,6.2%
CC/C(C)=C1\SC(N2CCOCC2)=NC1=O,2.3%,5.6%,2.2%
Cc1ccc(NS(=O)(=O)c2ccc(Cl)s2)cc1S(=O)(=O)N(C)C,-0.1%,0.0%,?
O=C(COc1ccc([N+](=O)[O-])cc1Cl)NCCN1C(=O)CSC1=O,0.3%,0.1%,-0.1%
COc1ccccc1Nc1nc(N)nc(CN(C)C2CCCCC2)n1,?,8.7%,?
CCn1cc(C(=O)NCCC(C)C)c(=O)c2cc(F)c(N3CCN(C(=O)c4ccco4)CC3)cc21,16.4µM*,-0.2%,18.4µM*
CCN1CCN(C(=O)CN2C(=O)c3cccc4cccc2c34)CC1,2.0%,-2.4%,-16.1%
C/C(=N\NC(=O)Cc1c(C)[nH][nH]c1=O)c1ccc(Cl)c(Cl)c1,?,2.6%,-16.1%

As a short view, part of the list above.
SMILES,DT40 TDP1 CPT,TDP1 inh,TDP1 cell noCPT
O=C(COc1ccccc1Br)NCCC1=CCCCC1,?,.,?
COc1ccc(NC(=S)Nc2cccc3cnccc23)cc1,-0.2%,2.7%,-13.1%
COc1ccc(NC(=O)c2cc(-c3ccccc3)nc3c2cnn3C(C)C)cc1,?,-0.5%[56.1 µM],?
CC(Oc1ccccc1Cl)C(=O)Nc1ccc(S(=O)(=O)N2CCOCC2)cc1 (stereo not given),-11.9%,.,-17.3%
CCOc1ccc(S(=O)(=O)NCc2ccccn2)cc1,-22.2%,9.1%,-9.8%
Cc1ccc(-n2c(=S)sc3c(=O)n(-c4ccccc4C)c(SCC(=O)O)nc32)cc1C,-11.6%,.,-2.8%
COc1ccc(CN2C(=O)CSC2c2ccncc2)cc1 (stereo not given),4.7%,-3.8%,-24.6%
O=C(NC(=S)Nc1nc(-c2ccc(Br)cc2)cs1)c1cccnc1,-15.8%,2.0%,-15.4%
CCNC(=O)N(CC)C[C@H]1N[C@@](CC)(C(=O)OC)[C@H]2C(=O)N(Cc3ccccc3)C(=O)[C@@H]12,-0.3%,-0.1%,30.1%[activator]
Cc1ccc(S(=O)(=O)N2CCN(S(=O)(=O)N3CCCCC3)CC2)cc1,2.9%,4.3%,-0.7%
COc1ccc(CSc2nnc(SCc3ccc([N+](=O)[O-])cc3)s2)cc1,-3.2%,5.9%,-24.4%
CCCCN(C(=O)NC(=O)Nc1ccccc1OC)S(C)(=O)=O,-4.6%,0.0%,?
CC(=O)N1CCc2cc(S(=O)(=O)CCC(=O)N3CCC(C)CC3)ccc21,-25.1%,-0.1%,6.2%
CC/C(C)=C1\SC(N2CCOCC2)=NC1=O,2.3%,5.6%,2.2%
Cc1ccc(NS(=O)(=O)c2ccc(Cl)s2)cc1S(=O)(=O)N(C)C,-0.1%,0.0%,?
O=C(COc1ccc([N+](=O)[O-])cc1Cl)NCCN1C(=O)CSC1=O,0.3%,0.1%,-0.1%
COc1ccccc1Nc1nc(N)nc(CN(C)C2CCCCC2)n1,?,8.7%,?

Source: PubChem BioAssay
